# BRCT PPI green = blocks human BRCA1 BRCT binding to phosphopeptide, green readout; 75,000 compounds, 0.05% hits; Potency, µM (highest dose often 76.9 µM), without a hit: at the highest dose activity change, negative = inhibition, hits mostly inhibitors; P38398; BRCA1 BRCT-phosphopeptide binding, green fluorescence polarization;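 also: potency is read from the fitted curve at half-maximal effect; plate controls were peptide without protein for full effect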
#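 Fluorescence polarization: His-tagged BRCT (~35 kDa BRCA1 C-terminus, 250 nM) bound to 100 nM fluorescein-labeled phosphorylated 10-aa BACH1 peptide, pH 7.3 phosphate buffer with DTT and Tween 20. Compounds incubated 12 min at room temperature; inhibition read as lowered polarization.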
# Epigenetic mod = epigenetic modulators derepressing GFP locus in mouse cells; mouse C127i GFP locus derepression, cytometry, 30 h; 68,000 compounds, 0.09% hits; Potency, µM (top dose mostly 46.1 µM), inactives show top-dose GFP derepression (activation); also: % of control where 0% means no effect
#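 Derepression screen: silenced CMV-GFP reporter in murine C127i cells, 30 h compound incubation at 37 C, washed cells imaged by laser-scanning cytometer to enumerate GFP-expressing objects of 20 to 120 um.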
# BRCT PPI red = disrupts BRCA1 BRCT binding to phosphoprotein, red fluorophore readout; Potency, µM (titrated, usually from 76.9 µM), without a hit: top-dose activity change, negative = inhibition, hits mostly inhibitors; P38398; AID 892; 75,000 compounds, 0.03% hits; BRCT-phosphopeptide binding, red fluorescence polarization; also: % is scaled to controls: 0 for no effect and ±100 for the full control effect
#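 Rhodamine-labelled pBACH1 10-mer (100 nM) bound to BRCT domain (100 nM) at pH 7.3; compounds incubated 12 min room temperature, polarization read. Free peptide defines full inhibition; unlabelled decapeptide titrated as control.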
# A350 autofl = A350 region autofluorescence; Compound autofluorescence, 340/450 nm, Alexa 350 dye-equivalents; active compounds read high; max dye-equivalent concentration, M; 59,000 compounds, 11% hits; in the data active = max dye-equivalent concentration above about 10 nM; inconclusive = mostly about 1.1 nM to 9.6 nM
# UbGFP stabilizer = proteasome inhibitors stabilizing ubiquitin-GFP reporter | Ubiquitin-GFP reporter cells, proteasome inhibition, GFP fluorescence; response scale: untreated = 0%, 10 µM MG-132 = 100% | Potency, µM (doses to about 45.9 µM), without a hit: at the highest dose activation (GFP accumulation), hits mostly activators | 67,000 tested, under 10 active; active = well fitted activation curve with a large enough effect, not every such curve was filed as active; inconclusive = small, poorly fitted or top-dose-only effect, or another doubt; inactive = no such curve, though single readings can be large or run the other way; also: potency is read from the fitted curve at half-maximal effect
#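 Reporter cells (U2OS, ubiquitin-G76V-GFP fusion) are plated overnight, then treated 4 hr at 37 °C with compound titrations from 46 uM down to 2.9 nM. Activity is scaled against untreated cells and 10 uM MG-132.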
# 15-hLO inh = 15-hLO (ALOX15) enzyme inhibition. purified 15hLO-1, xylenol orange hydroperoxide absorbance. 74,000 compounds, 1.4% hits. Potency, µM (top dose mostly 57.1 µM), for the others: at the highest dose activity change, negative = inhibition, hits mostly inhibitors; also: potency is read from the fitted curve at half-maximal effect; % is scaled to controls: 0 for no effect and ±100 for the full control effect; nearly all actives have a fitted effect of over 55% in size
# Target sequence (P16050 whole entry, looked up): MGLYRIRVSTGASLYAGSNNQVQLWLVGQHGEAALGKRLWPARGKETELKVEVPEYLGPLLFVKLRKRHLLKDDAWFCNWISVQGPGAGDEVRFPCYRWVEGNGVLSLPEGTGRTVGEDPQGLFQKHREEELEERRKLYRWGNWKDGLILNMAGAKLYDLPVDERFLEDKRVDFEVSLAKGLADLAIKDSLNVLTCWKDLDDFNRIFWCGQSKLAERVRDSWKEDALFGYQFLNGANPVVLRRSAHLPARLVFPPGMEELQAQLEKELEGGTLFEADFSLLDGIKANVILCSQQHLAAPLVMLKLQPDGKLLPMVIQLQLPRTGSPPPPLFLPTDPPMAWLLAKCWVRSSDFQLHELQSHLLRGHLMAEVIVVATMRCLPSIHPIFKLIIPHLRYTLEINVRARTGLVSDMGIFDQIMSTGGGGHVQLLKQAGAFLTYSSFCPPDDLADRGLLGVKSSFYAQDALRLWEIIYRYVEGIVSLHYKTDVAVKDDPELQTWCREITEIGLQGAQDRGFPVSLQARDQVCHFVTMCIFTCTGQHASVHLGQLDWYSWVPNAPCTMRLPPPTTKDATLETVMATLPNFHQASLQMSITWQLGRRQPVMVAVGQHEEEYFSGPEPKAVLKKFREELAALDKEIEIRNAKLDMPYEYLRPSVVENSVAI
#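 Purified human 15hLO-1 (40 nM final) in 25 mM Hepes pH 7.5, 0.01% Triton X-100 was preincubated with compound 15 min at room temperature, then reacted 6 min with 50 uM arachidonic acid; hydroperoxide detected by Fe-XO, 573/405 nm absorbance ratio.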
# Pol III holo inh = blocks replication by bacterial DNA polymerase III holoenzyme; 71,000 compounds, 0.25% hits; Potency, µM (highest dose often 57.1 µM), for inactives: at the top dose activity change, negative = inhibition; AID 603; reconstituted DNA polymerase III holoenzyme replication, biochemical; also: potency is read from the fitted curve at half-maximal effect; % is scaled to controls: 0 for no effect and ±100 for the full control effect
#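 Reconstituted *E. coli* holoenzyme (0.35 nM Pol III, 1 nM beta, 154 nM SSB, 2 nM primase) was preincubated with compound for 15 min at RT. Synthesis on 1.4 nM ssM13Gori ran 35 min, then was stopped with PicoGreen/EDTA and read as dsDNA fluorescence.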
# CRE-bla Fsk = modulators of forskolin-stimulated CRE signaling in CHO cells; Potency, µM (highest dose often 38.2 µM), for inactives: top-dose activity change, negative = inhibition, most hits filed as activators; CHO CRE-bla reporter (cAMP response element driving beta-lactamase), forskolin EC10, beta-lactamase ratio; 71,000 compounds, 2.5% hits; active = well fitted activation curve with a large enough effect in the signal ratio, with a control signal flat, not every such curve was filed as active; inconclusive = small, poorly fitted or top-dose-only effect, or effect the other way, or a change in a side signal; the % refers to the signal ratio; also: potency is read from the fitted curve at half-maximal effect; % of control where 0% means no effect
#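 The 460nm/530nm emission ratio after CCF4 loading defined %Activity, from which AC50 values were obtained. CRE-bla CHO cells received compound dilution series together with an EC10 level of NKH 477 for 3 hours at 37 degrees Celsius.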
# HBB splicing = hemoglobin beta splicing modulation | HBB splicing reporter cell assay, activation; EGFP reporter with mutant IVS2-654 intron; response scale: normalised to 500 nM splice-correcting PNA | Potency, µM (highest dose often 46.1 µM), without a hit: top-dose activation, hits mostly activators | 65,000 compounds, 0.06% hits; also: potency is read from the fitted curve at half-maximal effect; 0% is about no effect
#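 Compounds were applied for 2 days to HeLa EGFP-654 cells, 500/well in Optimem with 2% FCS. The reporter's EGFP is disrupted by mis-splicing of beta-globin intron IVS2-654. Readout: summed well GFP fluorescence from 488 nm laser scanning; reference was 500 nM antisense […] 654 PNA.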
# 4MU fluor = 4-MU region autofluorescence; compound autofluorescence, 340/450 nm, 4-MU equivalents; active compounds read high; max dye-equivalent concentration, M; 59,000 compounds, 11% hits; AID 589; in the data active = max dye-equivalent concentration above about 10 nM; inconclusive = mostly about 1.1 nM to 9.6 nM
#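 Intrinsic fluorescence at 340/450 nm (ex/em) was read after 15 min at room temperature in pH 8.0, 100 mM Tris. Each compound concentration expressed as 4-MU-equivalent concentration from a six-point 4-MU standard series on each plate.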
# Hsp90 Hop PPI = changes Hsp90-Hop TPR2A binding signal, up or down. AlphaScreen TPR2A-His6 binding biotin-Hsp90 C-terminal peptide. Potency, µM (top dose mostly 57 µM), for the others: at the top dose activity change, negative = inhibition. 71,000 compounds, 0.44% hits. AID 595; active = well fitted curve in either direction with a large enough effect; inconclusive = small, poorly fitted or top-dose-only effect, or another doubt; also: potency is read from the fitted curve at half-maximal effect; % is scaled to controls: 0 for no effect and ±100 for the full control effect; many of its hits are not listed in these tables
# The depositor's hits bear a star; i = inactive; ? = inconclusive; . = not tested or not shown; [ ] = another dose, or the depositor's remark. Unless noted, calls follow the shape of the dose curve; as a rule, active = well fitted curve in the direction sought with a large enough effect; inconclusive = small, poorly fitted or top-dose-only effect, or another doubt; inactive = no such curve, though single readings can be large; an effect the other way counts as inactive or inconclusive. This is a random part of the collection. About 12% of those tested had a hit in this group.
# Value order: BRCT PPI green	Epigenetic mod	BRCT PPI red	A350 autofl	UbGFP stabilizer	15-hLO inh	Pol III holo inh	CRE-bla Fsk	HBB splicing	4MU fluor	Hsp90 Hop PPI
> C#Cc1ccc(C(=O)Nc2cc(C(N)=O)ccc2N2CCOCC2)cc1
    3.6%	1.2%	-0.4%	i	0.0%	-14.0%	-2.6%	-1.0%	-1.7%	i	0.5%
> CC(C)CCNC(=O)CN(CC1CCCO1)C(=O)CCC(=O)Nc1nccs1 (configuration not stated)
    0.1%	-2.3%	1.0%	i	9.4%	11.2%	-3.4%	4.7%	0.2%[57.5 µM]	i	-1.0%
> COc1ccc(-c2nnn(CC(=O)N(CC(=O)NCCC(C)C)Cc3cccs3)n2)cc1OC
    1.4%	-1.5%	-1.2%	i	-2.6%	-6.4%	-5.1%	?	.	i	-1.5%
> Cn1nc(C(=O)NC2CCCCC2)c2ccccc2c1=O
    -1.3%	2.3%	-2.4%	i	7.0%	9.0%	-5.1%	17.6%	-0.7%	i	-1.8%
> CC(=O)N1CCC2(CCCN(c3cccc(-c4ccccc4)c3)C2)CC1
    -2.3%	-2.3%[9.22 µM]	-1.2%	i	-2.2%	-20.6%	-2.8%	?	2.8%	i	-25.5%
> O=C(Cc1c[nH]c2ccccc12)Nc1nc2ccccc2[nH]1
    0.8%	-0.6%	-1.1%	i	3.5%	-0.8%	2.2%	?	-4.6%[57.5 µM]	i	?
> Cc1ccc2c(c1)NC(=O)C(CC(=O)NCCCN1CCCCC1)O2 (configuration not stated)
    0.0%	0.0%	-0.1%	.	1.2%	10.6%	1.6%	-1.5%	0.4%	.	0.5%
> COc1cccc(NC(=O)c2oc3ccccc3c2NC(=O)C2CC2)c1
    -2.7%	2.3%	-2.5%	?	-2.5%	6.6%	0.9%	9.7%	-0.2%	?	-1.6%
> COCCCNc1nc2c(c(=O)[nH]c(=O)n2C)n1CCCc1ccccc1
    -4.1%	0.0%	-1.9%	i	-0.4%	-0.7%	-4.4%	?	.	i	-0.7%
> NC(Cc1cccc2nsnc12)C(=O)O (configuration not stated)
    -1.6%	1.0%	0.0%	i	3.4%	3.3%	0.9%	-11.9%	0.3%[57.5 µM]	i	-0.4%
> COC(=O)c1[nH]c2cccc(OC)c2c1NC(=O)CN1CCN(c2cccc(OC)c2)C(C)C1 (configuration not stated)
    0.0%	0.0%	-0.4%	?	-0.7%	0.9%	-2.5%	?	1.5%[1.84 µM]	i	-11.2%
> Oc1cc(Cc2ccccc2)cnc1CN1CCOCC1
    -0.8%	0.0%	-0.7%	.	15.1%	11.8%	-8.2%	1.9%	-1.3%	.	-3.5%
> [O-][n+]1c(CN2CCCCC2)nc2cccc3c2c1-c1ccccc1-3
    0.9%[15.4 µM]	6.9%[9.22 µM]	-4.0%[15.4 µM]	i	-1.1%[9.17 µM]	-26.6%[11.4 µM]	-5.4%[11.4 µM]	-9.7%[7.6 µM]	-0.1%[9.22 µM]	i	12.8%[11 µM]
> Clc1ncn(C23CC4CC(CC(C4)C2)C3)n1
    1.9%	-2.6%	-0.9%	i	9.5%	6.8%	0.7%	2.9%	4.8%	i	-1.6%
> CC(=O)NCCNc1cc(-c2ccccc2C)ncn1
    2.2%	-2.4%[9.22 µM]	0.1%	1.31e-08M*	2.6%	6.7%	-2.5%	-0.8%	0.9%	1.03e-08M*	1.4%
> COc1cccc(-c2ccc3ncnc(Nc4ccccc4)c3c2)c1
    -2.9%	-2.2%[9.22 µM]	1.0%	?	3.3%	10.7%	9.2%	?	-1.6%	?	1.8%
> Cc1cc(C)nc(N2C(=O)CC(Cc3ccccc3)C2=O)n1 (configuration not stated)
    1.1%	-2.0%	-0.7%	i	0.0%	4.1%	2.8%	-1.9%	2.3%	i	-3.3%
> CCc1nnc(-n2nc(C)cc2-c2ccccc2)n1N
    -2.8%	0.1%	0.7%	i	9.0%	4.1%	-2.7%	1.5%	-0.6%	i	-2.7%
> COc1ccc(-c2cn3cccnc3n2)cc1NC(=O)CC(C)C
    -0.7%	0.2%	1.8%	1.6e-07M*	4.7%	14.3%	1.6%	?	4.7%	1.63e-07M*	0.5%
> COc1ccccc1C(O)P(=O)(OC(C)C)c1ccc(N(C)C)cc1 (configuration not stated)
    -0.6%	0.0%	-0.5%	i	-7.1%	12.1%	-0.9%	?	2.4%	i	-0.3%
> CC[N+](CC)(CC)C/C(N)=N/O
    -0.7%	0.0%	0.9%	i	-12.4%	3.9%	2.6%	?	2.8%[1.84 µM]	i	1.1%
> COCCNC(=O)CSc1nc(-c2ccc(OC)c(OC)c2)cc(C(F)(F)F)n1
    -3.5%	-1.7%	-0.8%	4.09e-08M*	-6.8%	3.9%	-3.1%	?	.	4.79e-08M*	0.0%
> Cc1ccc(Cl)c2c1NC(=O)C2(O)CC(=O)c1ccccc1O (configuration not stated)
    -0.2%	2.6%	0.0%	i	0.0%	-3.0%	-0.5%	-2.6%	.	i	-1.5%
> O=C(c1ccccc1)c1ccc(N2CCOCC2)c(F)c1
    7.0%	6.8%	-1.2%	.	15.0%	31.6µM*	5.9%	15.3%	-1.1%[9.22 µM]	.	2.8%
> CC(C)OC(=O)CC(=O)c1sc2nc3c(cc2c1N)CN(C)CC3
    ?	1.2%	-2.3%	1.26e-08M*	-3.0%	?	2.7%	2.6%	.	1.2e-08M*	-20.9%
> COc1ccc(S(=O)(=O)NCc2ccncc2)cc1OC
    -1.4%	0.1%	0.9%	.	23.7%	4.7%	-4.3%	8.0%	-1.3%[9.22 µM]	.	-2.3%
> CCOC(=O)CSC1=C(C#N)C(c2sccc2C)CC(=O)N1 (configuration not stated)
    -2.7%	-0.7%	1.5%	i	6.7%	1.8%	-1.3%	?	-1.3%	i	-10.7%
> Cc1csc(NC(=O)CSCC(=O)Nc2ccccc2)n1
    1.9%	0.0%	-1.6%	i	-12.6%	-16.3%	-6.3%	-5.2%	-1.3%	i	1.7%
> O=C(c1nc2nc(-c3ccccc3)cc(C(F)(F)F)n2n1)N1CCOCC1
    -0.9%	-1.3%	-0.3%	?	2.2%	-3.5%	1.1%	5.7%	.	?	-3.6%
> CC(C)c1nnc(NC(=O)c2c(O)c3cccc4c3n(c2=O)CCC4)s1
    0.3%	-1.2%	1.5%	?	-5.2%	-6.9%	-2.6%	-4.8%	2.0%	?	-2.6%
> O=C(CSc1nnc(-c2cccnc2)n1-c1ccccc1)NCc1ccc2c(c1)OCO2
    -2.2%	4.3%	0.1%	i	-1.7%	-1.9%	-7.1%	-14.8%	-0.3%[57.5 µM]	i	-2.5%
> O=C1C2CCCN2C(c2ccccc2F)N1c1cccc(Cl)c1 (configuration not stated)
    -0.5%	0.0%	-0.4%	.	-2.9%	4.5%	-3.6%	-15.7%	-0.5%	.	1.0%
> CC1CCN(C(c2cc3cc4c(cc3[nH]c2=O)OCO4)c2nnnn2CC2CCCO2)CC1 (configuration not stated)
    -5.9%	1.9%	-0.3%	3.97e-07M*	-8.2%	-10.5%	-2.5%	-2.4%	.	4.43e-07M*	-1.9%
> O=C(O)CSc1nnc(Cn2c(=O)sc3ccccc32)n1-c1cccc(Cl)c1
    -0.3%	-2.0%	-1.1%	i	0.3%	4.7%	-11.6%	6.4%	2.3%[1.84 µM]	i	-2.3%
> CCn1ncc(Br)c1C(=O)Nc1ccc(F)cc1F
    -1.0%	0.0%	0.6%	i	10.7%	6.3%	-0.3%	?	-1.1%	i	6.1%
> NC(=O)CSc1nnc(CNc2ccc(F)cc2)n1CC1CCCO1 (configuration not stated)
    -1.3%	-3.4%	0.1%	i	0.3%	-0.3%	-0.3%	0.2%	.	i	-2.5%
> O=C(CSc1ncnc2c1oc1ccccc12)Nc1ccc2c(c1)OCCO2
    -1.4%	-2.6%	-0.5%	i	-6.7%	-8.2%	-7.2%	?	2.2%	i	-4.4%
> Cc1ccccc1NC(=O)CCC(=O)OCCCC(F)(F)C(F)(F)F
    -1.4%	1.7%	0.8%	i	2.6%	3.5%	-5.8%	-1.4%	1.4%[57.5 µM]	i	-0.2%

# High-throughput results from PubChem BioAssay.
